# Source: PubChem BioAssay
# TDP1 block: inhibitors of human tyrosyl-DNA phosphodiesterase TDP1; recombinant TDP1, AlphaScreen DNA substrate cleavage; Potency, µM (top dose mostly 130 µM), inactives show at the highest dose activity change, negative = inhibition, most hits filed as inhibitors; hit rate 0.28% among 350,000; further: nearly all actives have a fitted effect of over 40% in size
# Target sequence (Q9NUW8 whole entry, looked up): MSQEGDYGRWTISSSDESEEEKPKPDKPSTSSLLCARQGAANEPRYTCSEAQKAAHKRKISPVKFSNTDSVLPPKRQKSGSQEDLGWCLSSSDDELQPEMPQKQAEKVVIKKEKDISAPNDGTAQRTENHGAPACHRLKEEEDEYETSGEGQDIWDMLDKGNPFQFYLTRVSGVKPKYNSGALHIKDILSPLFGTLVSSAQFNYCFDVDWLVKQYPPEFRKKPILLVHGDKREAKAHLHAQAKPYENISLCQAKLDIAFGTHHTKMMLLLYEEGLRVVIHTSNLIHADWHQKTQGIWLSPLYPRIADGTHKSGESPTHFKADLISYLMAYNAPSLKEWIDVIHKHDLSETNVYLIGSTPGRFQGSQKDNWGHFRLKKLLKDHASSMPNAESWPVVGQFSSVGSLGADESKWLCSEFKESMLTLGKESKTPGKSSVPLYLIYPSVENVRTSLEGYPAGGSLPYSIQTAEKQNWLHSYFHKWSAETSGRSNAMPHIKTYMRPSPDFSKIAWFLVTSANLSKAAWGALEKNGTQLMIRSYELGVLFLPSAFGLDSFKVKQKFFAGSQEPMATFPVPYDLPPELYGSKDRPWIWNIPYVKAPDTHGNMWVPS
#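 Steps: enzyme plus compound, 15 min RT; add biotin/phosphotyrosine-FITC oligonucleotide (15 nM final), react 5 min; add donor/acceptor beads (10 ug/ml final), 10 min; read AlphaScreen. Tdp1 at 1 nM final.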
# DT40 TDP1 no CPT: qHTS for Inhibitors of human tyrosyl-DNA phosphodiesterase 1 (TDP1): qHTS in cells in absence of CPT. DT40 Tdp1-/- hTDP1 cells, no CPT, ATP luminescence, 48 h. Potency, µM (titrated, usually from 46.2 µM), for inactives: at the highest dose activity change, negative = growth inhibition, actives largely listed as inhibitors. hit rate 15% among 420,000. AID 686978, 2013; further: nearly all actives have a fitted effect of over 55% in size
#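 Luminescent ATP content (CellTiter-Glo) served as the growth readout. Knockout chicken DT40 cells expressing human TDP1 were exposed to compounds without camptothecin for a minimum 48 hr at 37 °C.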
# N370S GC mod: inhibits or activates N370S mutant glucocerebrosidase; P04062; N370S GC spleen homogenate, 4MU-glucoside fluorescence; Potency, µM (doses to about 59.4 µM), inactives show at the highest dose activity change, negative = inhibition, most hits filed as inhibitors; hit rate 0.092% among 330,000;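 further: 0% = full enzyme activity and -100% = no enzyme basal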
# Active calls of the source: *; ? = inconclusive; . = no result given; & = joins results of further samples; [ ] = remark or other dose. The call rests on the fitted dose curve; in most records, active means well fitted curve in the direction sought with a large enough effect; inconclusive means small, poorly fitted or top-dose-only effect, or another doubt; inactive means no such curve, though single readings can be large; an effect the other way counts as inactive or inconclusive. Unless noted, on the % scale 0 is the no-effect control and ±100 the full control effect; potency means the concentration at half of the fitted maximal effect.
SMILES,TDP1 block,DT40 TDP1 no CPT,N370S GC mod
COC(=O)CSc1nc(-c2ccccc2)nc2ccccc12,-3%,-17%,19%
CCc1ccc(-c2cn3nc(C)c(C)nc3n2)cc1,6%,-23%,6%
CCOC(=O)c1noc2nc(C)n(CC(=O)Nc3ccccc3F)c(=O)c12,2%,3%,.
Cc1[nH]nc2c1C(C1CC=CCC1)C(C#N)=C(N)O2 (stereo not given),2%,?,-17%
COc1ccccc1C1CC(=O)Oc2cc(OC)c(OC)c(OC)c21 (stereo not given),0%[56.1 µM],-18%,9%[89.1 µM]
COc1ccc(C(C)=O)c(Oc2nc(CN3CCOCC3)nc3scc(-c4cccs4)c23)c1,6%,-21%,6%
COc1cccc(OC)c1C(=O)Nc1cccc(-c2cn3ccsc3n2)c1,3%,?,.
CC(=O)c1cccc(N(CC(=O)Nc2ccccc2C(=O)N2CCCC2)S(C)(=O)=O)c1,3%[56.1 µM],18%,-3%
COc1ccccc1/C=N/NC(=O)CC(=O)NC1CCCCC1,5%,17%,6%
CC(NC(=O)c1ccc(CS(C)(=O)=O)cc1)c1ccc(-n2ccnc2)cc1 (stereo not given),5%,2%,-2%
COc1ccc(-n2cc(-c3ccccc3)c3c(NN4CCOCC4)ncnc32)cc1,3%,16µM*,-3%
O=C(CSc1nnnn1-c1ccccc1)Nc1nc(-c2ccccc2)ns1,-2%,-11%,1%
CCc1ccc(-c2csc(NC(=O)c3cccnc3)n2)cc1,8%,16µM*,1%
Cc1nc(CCNS(=O)(=O)c2cccs2)cs1,2%,-7%,5%
Cc1cccc2c(=O)n3c(nc12)CCCCC3,5%,-13%,11%
CC1=C(C(=O)NCc2ccccc2)C(c2cccs2)n2ncnc2N1 (stereo not given),0%,-30%,9%
Cc1nn(Cc2c(F)c(F)c(F)c(F)c2F)c(C)c1NC(=O)c1nn(C)c(C)c1Br,2%,?,-9%
CCOC(CNC(=O)Cc1c(C)nc2c(-c3ccccc3)c(C)nn2c1C)OCC,2%,?,-5%
Cc1ccc(C23CC4CC(CC(C(N)=O)(C4)C2)C3)cc1,3%,-3%,8%
COc1ccc(NC(=O)CN2C(=O)CSc3ccc(S(=O)(=O)N(C)C)cc32)cc1Cl,5%,?,.

# Taken from above.
# DT40 TDP1 no CPT result of CCc1ccc(-c2cn3nc(C)c(C)nc3n2)cc1 reads -23%
# DT40 TDP1 no CPT result of COc1ccccc1C1CC(=O)Oc2cc(OC)c(OC)c(OC)c21 (stereo not given) reads -18%
# N370S GC mod result of COC(=O)CSc1nc(-c2ccccc2)nc2ccccc12 reads 19%
# N370S GC mod result of COc1ccc(C(C)=O)c(Oc2nc(CN3CCOCC3)nc3scc(-c4cccs4)c23)c1 reads 6%
# DT40 TDP1 no CPT result of COc1ccc(-n2cc(-c3ccccc3)c3c(NN4CCOCC4)ncnc32)cc1 reads 16µM*
# DT40 TDP1 no CPT result of O=C(CSc1nnnn1-c1ccccc1)Nc1nc(-c2ccccc2)ns1 reads -11%
# TDP1 block result of Cc1[nH]nc2c1C(C1CC=CCC1)C(C#N)=C(N)O2 (stereo not given) reads 2%

# Further records.
SMILES,TDP1 block,DT40 TDP1 no CPT,N370S GC mod
COc1cccc(C(c2c(N)n(C)c(=O)n(C)c2=O)C(C)[N+](=O)[O-])c1 (stereo not given),1%,?,-10%
OC(c1ccccc1)(c1ccccc1)C1CCN(C(=S)NC2CCCC2)CC1,0%,?,10%
COc1cccc(NC(=O)Cn2c(=O)n(Cc3ccco3)c(=O)c3cc(OC)c(OC)cc32)c1,2%,-6%,.
COc1cc2oc(=O)cc(-c3ccc(-c4ccc(NC(C)=O)cc4)cc3)c2c(OC)c1OC,1%,.,-1%
O=C(CCNC(=O)c1ccccc1Cl)NNC(=O)c1ccccc1O,.,?,-6%
Cn1c(N=Nc2ccccc2)nc2ccccc21,5%,7.3µM*,5%
FC(F)(F)c1n[nH]c(=S)n1/N=C/c1ccco1,8%,5%,-22%
COC(=O)CN(c1cc(OC)ccc1OC)S(=O)(=O)c1ccc(OC)c(OC)c1,0%,-28%,-20%
CCCCN1C(=O)C(=O)N(CC(=O)c2ccc[nH]2)C1=O,.,-1%,3%
CCc1cccc(NC(=O)c2sc3nc4n(c(=O)c3c2C)CCC4)c1,3%,?,6%
Cc1sc2ncn(CC(=O)N(C)c3cccc(C(F)(F)F)c3)c(=O)c2c1S(=O)(=O)N1CCN(c2ncccn2)CC1,-1%,-6%,.
Cc1ccc2[nH]c(=O)c(C(c3nnnn3CC3CCCO3)N3CCOCC3)cc2c1 (stereo not given),1%,-3%,7%[2.35 µM]
O=C(COC(=O)c1cccc(-n2cnnn2)c1)c1ccc(F)cc1,0%,-10%,2%
Cc1cccc(N=C2NC(=O)/C(=C/C=C/c3ccco3)S2)c1C,-2%,16µM*,7%
COC(=O)c1ccc(Oc2c(F)c(F)nc(N3CCOCC3)c2F)cc1,-2%,?,2%
COCCCNC(=O)C1CCN(C(=O)c2cc3sccc3n2Cc2ccc(F)cc2)CC1,1%,?,-10%
Cc1csc(=O)n1CC(=O)OCC(=O)Nc1cc(S(=O)(=O)N2CCOCC2)ccc1Cl,.,-17%,-1%
CCc1ccc(-c2nc(CS(=O)CC(=O)NCc3cccnc3)c(C)o2)cc1 (stereo not given),7%,?,-5%
COc1ccc(Br)cc1C1Sc2ccccc2NC2=C1C(=O)c1ccccc12 (stereo not given),2%,13µM*,.
CCOc1cc(C2c3c(n[nH]c3C)C(=O)N2c2ccc(C)cc2)ccc1O (stereo not given),7%,-28%,8%
CN1CCN(C(=O)CNc2ccc(C(F)(F)F)cc2[N+](=O)[O-])CC1,3%,-29%,-8%
O=C(Nc1ccc(S(=O)(=O)N2CCCCC2)cc1)C1CC(=O)N(Cc2ccccc2)C1 (stereo not given),-3%,-22%,-6%
COc1cccc(CNC(=O)C(=O)NCC(c2ccco2)S(=O)(=O)c2ccccc2)c1 (stereo not given),3%,?,.
O=C(NCc1n[nH]c(=S)n1-c1ccc(Br)cc1)c1ccc(S(=O)(=O)N2CCOCC2)cc1,-5%,-11%,-1%
CCc1ccc(S(=O)(=O)c2nnn3c2nc(NCCNC(C)=O)c2ccccc23)cc1,5%,6%,-5%
Cc1ccc(OCCCC(=O)NNC(=O)c2ccccn2)cc1,1%,5.8µM*,.
FC(F)(F)c1cc(-c2ccccc2)nc(N2CCOCC2)n1,.,-5%,2%
Cc1cccc2c1NC(=O)C2=Nc1ccc(Cl)cc1,.,-13%,2%
O=C(O)CCC(=O)N1N=C(c2c(-c3ccccc3)c3cc(Cl)ccc3[nH]c2=O)CC1c1ccco1 (stereo not given),8%,-4%,-20%
COc1ccc(CCN(Cc2cc3cc(C)c(C)cc3nc2Cl)C(=O)C2CC2)cc1,1%,21µM*,26%
CCOC(=O)NC(Nc1cc(C)on1)(C(F)(F)F)C(F)(F)F,-3%,12%,6%
O=C(NCCOc1ccc(F)cc1)C1CCC(=O)N(CCc2ccccn2)C1 (stereo not given),3%[56.1 µM],-3%,0%
CCc1ccc2c(COC(=O)C3CSC4(C)CCC(=O)N34)cc(=O)oc2c1 (stereo not given),0%,?,.
O=C(CSc1ncn[nH]1)N/N=C/c1ccc(Br)cc1,4%,?,-5%
CCn1c(C)c(C(C)=O)c(NCc2ccccc2)nc1=S,4%,-4%,-10%
CCN(CC)CCNC(=O)C1CCCCN1S(=O)(=O)c1cccc([N+](=O)[O-])c1 (stereo not given),0%,-7%,-8%
CC(C)NC(=O)c1ccc(COCC(F)(F)C(F)F)cc1,7%,-13%,17%
C/C(=N\NC(=O)c1ccc([N+](=O)[O-])c(C)c1)c1ccccc1Cl,5%,21µM*,-3%
COC(=O)[C@@]1(C)[C@H]2C(=O)N(C)C(=O)[C@H]2[C@H]2CN=C(SC)N21,-1%[56.1 µM],-10%,.
CN(C)/C=N/S(=O)(=O)c1ccc(Cl)c(Cl)c1,-3%,3%,-6%
Cc1c(C(=O)N2CCN(c3ccccn3)CC2)oc2c(F)cccc12,.,?,2%
CCOc1ccc2oc(C(=O)N(C)CCc3ccc(OC)c(OC)c3)c(C)c2c1,0%,?,.
c1cnc(N2CC[N+]3(CCCC3)CC2)nc1,-12%,0%,3%
COc1ccc(-c2nnc3ccc(SC(C(C)=O)C(C)=O)nn23)cc1OC,0%,?,7%
O=C(Nc1ncccn1)c1ccc([N+](=O)[O-])cc1,5%,-9%,1%
COc1ccccc1/C=C/CN1CCC(Oc2cc(C(=O)NC3CC3)ccc2OC)CC1,6%,2.1µM*,-4%
COC(=O)Cc1c(C)c2ccc(OCc3nn[nH]n3)c(C)c2oc1=O,-2%,1%,4%
CCOC(=O)c1ccc(Oc2nc(C)nc3c2oc2ccccc23)cc1,-8%,-13%,.
CCNC(=S)Nc1ccc(NC(=O)c2ccccc2O)cc1,-1%,?,15%
CC(CNC(=O)CN(C)CC(=O)Nc1ccccc1Br)c1ccccc1 (stereo not given),-3%,-6%,-8%
O=C(NCCOc1ccccc1Cl)c1ncn[nH]1,6%,15%,0%
COc1ccc(N2CCN(C(=O)c3ccc(Nc4nc5ccccc5n5nnnc45)cc3)CC2)cc1,-4%[12.3 µM],?,.
COc1ccc(NC(=O)CCOc2ccccc2)c(OC)c1,5%,?,1%
N#Cc1ccc(N=c2ssnc2Cl)cc1,2%&-1%,7.3µM*,0%
O=C(O)c1ccc(S(=O)(=O)NC2CCCc3ccccc32)cc1 (stereo not given),2%,-8%,8%
Cc1ccc(C(=O)O)cc1NCc1ccncc1,.,7%,-17%
COc1ccccc1CNC(=O)Cn1nnnc1CN(C)C(C)C,.,-21%,-1%
O=C(NCCc1nc2ccccc2n1Cc1ccccc1F)c1ccc(F)cc1,-12%,?,.
O=C1c2ccccc2CCC1CNCCc1ccc(O)cc1 (stereo not given),4%,21µM*,1%
COc1ccc(C2CC(c3ccccc3)Oc3c(C)ccc(C(C)C)c32)cc1 (stereo not given),-3%&7%,.,-1%&7%

# 2 records drawn at random from those above, as already listed:
SMILES,TDP1 block,DT40 TDP1 no CPT,N370S GC mod
Cc1ccc2[nH]c(=O)c(C(c3nnnn3CC3CCCO3)N3CCOCC3)cc2c1 (stereo not given),1%,-3%,7%[2.35 µM]
CC(C)NC(=O)c1ccc(COCC(F)(F)C(F)F)cc1,7%,-13%,17%

# Part of the list above, bar-delimited.
SMILES | TDP1 block | DT40 TDP1 no CPT | N370S GC mod
O=C(NCCOc1ccccc1Cl)c1ncn[nH]1 | 6% | 15% | 0%
COc1ccc(N2CCN(C(=O)c3ccc(Nc4nc5ccccc5n5nnnc45)cc3)CC2)cc1 | -4%[12.3 µM] | ? | .
COc1ccc(NC(=O)CCOc2ccccc2)c(OC)c1 | 5% | ? | 1%
N#Cc1ccc(N=c2ssnc2Cl)cc1 | 2%&-1% | 7.3µM* | 0%
O=C(O)c1ccc(S(=O)(=O)NC2CCCc3ccccc32)cc1 (stereo not given) | 2% | -8% | 8%

# Single records, as listed above. Values in the order: TDP1 block, DT40 TDP1 no CPT, N370S GC mod
# COc1ccccc1/C=C/CN1CCC(Oc2cc(C(=O)NC3CC3)ccc2OC)CC1 reads 6%, 2.1µM*, -4%
# COc1ccc(NC(=O)CCOc2ccccc2)c(OC)c1 reads 5%, ?, 1%
# CCOc1ccc2oc(C(=O)N(C)CCc3ccc(OC)c(OC)c3)c(C)c2c1 reads 0%, ?, .
# Cc1c(C(=O)N2CCN(c3ccccn3)CC2)oc2c(F)cccc12 reads ., ?, 2%
# CCOC(=O)c1ccc(Oc2nc(C)nc3c2oc2ccccc23)cc1 reads -8%, -13%, .

# The list is partial, so the mix of outcomes need not match the whole.
